Bioassay records as filed in PubChem BioAssay.
ATXN viability: Viability Counterscreen for Primary qHTS for Inhibitors of ATXN expression; hit rate 0.49% among 400,000; Potency, µM (highest dose often 56.7 µM), usual class: cytotoxic; S2 cells (HEK-293 line with an ATXN2-luciferase reporter) viability, CellTiter-Fluor protease fluorescence, 24 h; also: nearly all actives have a fitted effect of over 40% in size
EPAC2 antagonist: qHTS for Antagonist of cAMP-regulated guanine nucleotide exchange factor 2 (EPAC2): primary screen. Rap guanine nucleotide exchange factor 4 (Homo sapiens), Q8WZA2. hit rate 0.18% among 360,000. EPAC2 GEF exchange of Rap1B-BODIPY-GDP, fluorescence. Potency, µM (top dose mostly 114 µM), for inactives: at the top dose activity, negative = inhibition, hits mostly inhibitors; also: % is scaled to controls: 0 for no effect and ±100 for the full control effect; nearly all actives have a fitted effect of over 45% in size; many of its hits are not listed in these tables
Target sequence (Q8WZA2 whole entry, looked up): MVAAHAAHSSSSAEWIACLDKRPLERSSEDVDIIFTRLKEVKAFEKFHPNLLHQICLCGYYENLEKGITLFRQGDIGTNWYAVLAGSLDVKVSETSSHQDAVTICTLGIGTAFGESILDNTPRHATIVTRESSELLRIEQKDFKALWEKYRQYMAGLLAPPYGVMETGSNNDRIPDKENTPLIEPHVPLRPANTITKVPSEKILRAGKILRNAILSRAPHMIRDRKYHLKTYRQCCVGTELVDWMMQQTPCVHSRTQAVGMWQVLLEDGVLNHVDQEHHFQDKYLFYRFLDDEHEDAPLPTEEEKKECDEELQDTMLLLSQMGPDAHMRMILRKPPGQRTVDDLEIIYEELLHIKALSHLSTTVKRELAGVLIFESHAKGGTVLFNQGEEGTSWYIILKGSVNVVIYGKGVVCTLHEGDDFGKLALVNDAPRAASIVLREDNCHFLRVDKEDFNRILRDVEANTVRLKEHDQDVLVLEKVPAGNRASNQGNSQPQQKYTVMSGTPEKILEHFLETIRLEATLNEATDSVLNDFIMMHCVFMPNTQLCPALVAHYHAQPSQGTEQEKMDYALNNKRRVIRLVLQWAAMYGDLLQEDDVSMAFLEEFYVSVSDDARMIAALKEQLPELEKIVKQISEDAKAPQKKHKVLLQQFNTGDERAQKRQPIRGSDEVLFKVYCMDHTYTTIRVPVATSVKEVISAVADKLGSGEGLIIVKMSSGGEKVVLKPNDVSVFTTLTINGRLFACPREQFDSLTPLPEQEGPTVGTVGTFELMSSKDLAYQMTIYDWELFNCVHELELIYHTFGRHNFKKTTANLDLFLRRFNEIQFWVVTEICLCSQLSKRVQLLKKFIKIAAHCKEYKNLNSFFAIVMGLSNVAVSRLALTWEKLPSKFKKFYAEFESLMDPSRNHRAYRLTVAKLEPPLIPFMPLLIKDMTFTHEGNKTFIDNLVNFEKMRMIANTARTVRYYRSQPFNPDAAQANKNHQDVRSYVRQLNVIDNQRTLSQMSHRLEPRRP
Nrf2 activator: qHTS of Nrf2 Activators; AREc32 ARE-luciferase reporter (MCF7-derived line), luminescence, 24 h; Potency, µM (highest dose often 46.1 µM), for inactives: top-dose activation, most hits filed as activators; hit rate 0.31% among 410,000; AID 624171, 2012; also: % of control where 0% means no effect; nearly all actives have a fitted effect of over 65% in size
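Reporter line AREc32 (ARE-Fluc), seeded overnight in OPTI-MEM with 5% FBS; compound pin-transferred, 24 hr at 37 deg C, 5% CO2; luminescent read-out.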
TGFb inhibitor: qHTS for Inhibitors of TGF-b; HepG2 CAGA-GFP TGF-b/SMAD3 reporter, GFP fluorescence, 18 h; TGF-beta stimulated, 500 pg/mL final; Potency, µM (top dose mostly 46.1 µM), without a hit: top-dose activity, negative = inhibition, most hits filed as inhibitors; hit rate 1.2% among 410,000; AID 588855, 2011; also: % is scaled to controls: 0 for no effect and ±100 for the full control effect; nearly all actives have a fitted effect of over 65% in size
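TGF-beta reporter screen: HEPG2 CAGA-GFP, 1% FBS, 500 pg/mL TGF-beta final, 18 h; per-cell GFP summed per well; curves fitted and categorized by class.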
A549 viability: Nrf2 qHTS screen for inhibitors: counterscreen for cytotoxicity; A549 ARE-Fluc cells, CellTiter-Fluor viability, 18-24 h; Potency, µM (series often up to 46 µM), without a hit: top-dose activity change, negative = cytotoxicity, actives largely listed as inhibitors; hit rate 0.16% among 390,000; AID 504648, 2011; also: % is scaled to controls: 0 for no effect and ±100 for the full control effect
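Cytotoxicity counterscreen: CellTiter-Fluor fluorescence was measured in A549 ARE_Fluc cells after 18-24 h of compound exposure in a concentration series. The subsequent BugLite luminescent read reports ARE-luciferase activity.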
MCF10A rerep: A quantitative high throughput screen for small molecules that induce DNA re-replication in MCF 10a normal breast cells; MCF 10A DNA re-replication, Hoechst nuclear intensity, 48 h; Potency, µM (highest dose often 46.1 µM), inactives show at the top dose activity, positive = re-replication, actives largely listed as activators; hit rate 2.9% among 350,000; AID 624296, 2012; also: % of control where 0% means no effect; nearly all actives have a fitted effect of over 50% in size
Nrf2 inh: Nrf2 qHTS screen for inhibitors | Potency, µM (top dose mostly 46 µM), for the others: at the highest dose activity change, negative = inhibition, actives largely listed as inhibitors | hit rate 2.1% among 360,000 | A549 ARE-Fluc reporter, luciferase luminescence, 18-24 h | AID 504444, 2011; also: % is scaled to controls: 0 for no effect and ±100 for the full control effect; nearly all actives have a fitted effect of over 60% in size
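Nrf2 activity is the BugLite luminescence, read 15 min after reagent at room temperature, following CellTiter-Fluor cytotoxicity readout (30 min, 37C). Compound titrations were applied for 18-24 h to 5000 A549 ARE_Fluc cells/well in 5% FBS OPTI-MEM.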
ATXN2 expr inh: Primary qHTS for Inhibitors of ATXN expression; AID 1745845, 2022; HEK-293 ATXN2-luciferase reporter, luminescence, 24 h; Potency, µM (doses to about 57 µM), inactives show at the highest dose activity change, negative = inhibition, usual class: inhibitors; hit rate 0.72% among 360,000; also: % is scaled to controls: 0 for no effect and ±100 for the full control effect; nearly all actives have a fitted effect of over 55% in size
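ATXN2-luciferase reporter cells (luciferase flanked by upstream and downstream ATXN2 gene portions) were treated 24 h at 37 °C with compounds at up to 57 uM. SteadyGlo luminescence gave expression; GF-AFC fluorescence gave viability.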
HepG2 viability: qHTS for Inhibitors of TGF-b: Cytotox Counterscreen. HepG2 CAGA-GFP viability, ATP luminescence, 18 h. Potency, µM (highest dose often 46.1 µM), for inactives: at the highest dose activity change, negative = cytotoxicity, usual class: cytotoxic. hit rate 0.76% among 410,000; also: some results filed as inactive show a strong effect at the top dose
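CellTiter-Glo luminescence gave cytotoxicity after 18 hours at 37 degrees C. The cells were HepG2 CAGA-GFP in 1% FBS DMEM, stimulated with 500 pg/mL TGF-beta after compound addition. %Activity was normalised to no-cell wells (complete cell-killing) and DMSO (no toxicity), and curves were fitted and classified.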
The depositor's hits bear a star; i = inactive; ? = inconclusive; nt = no result given; [ ] = remark or other dose. Calls follow the shape of the dose curve; as a rule, active = well fitted curve in the direction sought with a large enough effect; inconclusive = small, poorly fitted or top-dose-only effect, or another doubt; inactive = no such curve, though single readings can be large; an effect the other way counts as inactive or inconclusive. Potency is read from the fitted curve at half-maximal effect.

structure	ATXN viability	EPAC2 antagonist	Nrf2 activator	TGFb inhibitor	A549 viability	MCF10A rerep	Nrf2 inh	ATXN2 expr inh	HepG2 viability
CCCCn1c(C)nc2cc(S(=O)(=O)N3CCOCC3)ccc21	?	2%	-0.7%	6%	-1%	0%	4%	nt	-12%
COc1cc(C(C(=O)NC2CCCCC2)N(Cc2cccs2)C(=O)Cc2c[nH]c3ccccc23)cc(OC)c1OC (centres undefined)	i	-4%[57.1 µM]	0.3%	?	2%	7%	-11%	-15%	-5%
COC(=O)Nc1nc2c(s1)CCCC2	i	-5%	4.1%	-6%	-9%	-6%	nt	49%[activator]	14%
O=C(/C=C/c1ccc(S(=O)(=O)N2CCOCC2)cc1)N1CCN(c2ccc(F)cc2)CC1	i	-11%	-0.7%	-8%	-8%	-1%	?	?	-3%
Oc1cncc(Cc2ccccc2)c1	i	11%	0.1%	-4%	1%	-3%	-2%	-15%	7%
O=C(Nc1cccc(S(=O)(=O)NC2=NCCCCC2)c1)C1COc2ccccc2O1 (centres undefined)	i	6%	-0.5%	-12%	-4%	0%	-4%	-15%	-3%
CN(CC(=O)Nc1ccccc1Cl)C(=O)CSc1nnc(-c2ccco2)o1	i	1%	1.7%	0%	0%	-13%	-3%	9%	12%
CCN(CC)CCCNC(=O)Cn1nc([N+](=O)[O-])c(Cl)c1C	i	6%	-0.4%	-2%	3%	0%	6%	nt	-1%
CCCOc1cccc(C2C(C(=O)c3cccs3)=C(O)C(=O)N2CCN2CCOCC2)c1 (centres undefined)	i	-10%	-0.7%	-19%	-9%	13%	-7%	7%	-3%
CCOC(=O)CN=C(NS(=O)(=O)c1ccc(Cl)cc1)c1ccccc1	i	-7%	0.1%	0%	1%	-16%	1%	-15%[11.3 µM]	-6%
CC(=O)NC1=NC(=O)/C(=C/c2cc(C)n(-c3ccc(NC(C)=O)cc3)c2C)S1	?	-1%	2.0%	10%	1%	3%	5%	25%	-3%
Cc1ccc(C(C)NC(=O)c2cccs2)cc1 (centres undefined)	i	4%	-0.5%	-18%	0%	-2%	29%	0%	24%
COc1ccc(OC)c(NC(=O)Cn2cccc2)c1	i	-3%	0.1%	-12%	-3%	-5%	-1%	2%	-2%
CCCCN(C)C(=O)Cn1c(SCC(=O)Nc2ccc(C)c(C)c2)nc2ccccc21	?	nt	6.8%	0%	?	nt	nt	-11%	-21%
O=C(CSc1nccc(=O)[nH]1)Nc1cccc2ccccc12	i	3%	-0.1%	-12%	-2%	1%	12%	3%	-4%
CSCCC(NS(=O)(=O)c1ccc2c(c1)oc(=O)n2C)C(=O)NCc1ccc(C)cc1 (centres undefined)	i	17%	-0.3%	0%	6%	15%	?	-13%	-9%
CCCCn1c(SCC(=O)NNC(=O)c2ccco2)nnc1-c1ccco1	i	9%	-0.1%	-2%	1%	2%	-5%	-9%	1%
O=C(Nc1ccccc1)Nc1ccc(C(=O)N2CCCC2)cc1	i	-10%	-2.1%	26%	-5%	18%	?	?	-62%
CNC(=S)Nc1cccc([N+](=O)[O-])c1	i	-5%	2.3%	-16%	1%	10%	5%	1%	-14%
CCc1nnc(NC(=O)C(C)C)s1	i	-2%	0.0%	-2%	3%	1%	-6%	4%	-6%
COc1ccc(C(O)(CCc2ccccc2)CCN2CCCCC2)cc1 (centres undefined)	i	13%	0.3%	22%	-14%	3%	19%	-27%	4%
COc1ccccc1N1C(=O)c2cccnc2C1=O	i	5%	-0.7%	2%	-3%	1%	3%	nt	3%
O=C(O)CSc1nnc(NC(=O)c2ccc3c(c2)OCO3)s1	i	-2%	-1.8%	3%	-5%	6%	?	?	-7%
COC(OC)c1ccnc(SCc2ccccc2Cl)n1	i	-7%	-0.8%	3%	4%	3%	7%	-19%	-2%
CSCCC(NC(=O)c1ccc(Cl)cc1Cl)C(=O)NNC(=O)c1csc(N2CCOCC2)n1 (centres undefined)	i	6%	1.8%	-2%	-2%	-1%	17%	-4%	-40%
Cc1ccc(C(=O)NNC(=O)c2cc(C)nc3ccccc23)cc1	?	15%	2.9%	-6%	0%	-2%	5%	9%	-4%
Cc1ccc(NC(=O)c2ccc(F)cc2F)cc1NS(C)(=O)=O	i	5%	0.8%	1%	-5%	-3%	0%	nt	-18%
CN(Cc1ccc(F)cc1)C(=O)COc1ccc2ccccc2c1	i	-4%	2.0%	-23%	-1%	-2%	-6%	-2%	-22%
Cc1cc(C(=O)OCC(=O)Nc2ccc(F)c(F)c2)c(C)o1	i	0%	-0.1%	-2%	-20%	2%	?	0%	2%
COc1cccc2cc(NC(=O)C3CCCCC3)c(=O)oc12	i	4%	0.8%	4%	-7%	6%	?	31%[activator]	-1%
O=C(Nc1ccccc1)c1cccc(S(=O)(=O)NC2CCCC2)c1	i	-4%	-0.6%	-13%	1%	2%	?	-31%	-45%
Cn1c(SCc2cccc([N+](=O)[O-])c2)nc2c(c1=O)SCC2	?	-20%	4.4%	-22%	-3%	0%	?	-9%[11.3 µM]	-13%
COc1ccc(CC(N)c2csc(Nc3cc(Oc4ccccc4)ncn3)n2)cc1 (centres undefined)	?	-6%	-2.8%	?	nt	nt	nt	?	18µM*
O=C(CSCc1nc2scc(-c3cccs3)c2c(=O)[nH]1)Nc1ccccn1	i	-2%	7.1%	4%	11%	-3%	10%	-10%	0%
O=C(Oc1ccccc1N1C(=O)C2CCCCC2C1=O)c1ccccc1F (centres undefined)	?	6%	5.4%	-4%	-7%	12%	-1%	6%	0%
C=CCN1C(=O)C(C)(C)Nc2ccccc21	i	0%	-0.7%	0%	-1%	9%	7%	0%	-11%
Fc1ccc(Nc2nc(-c3cccc(Cl)c3)c3c(n2)-c2ccccc2OC3)c(F)c1	i	nt	0.0%	10%	10%	nt	14%	-2%	-11%
COc1ccc2c(CNCCc3ccccc3C)c(C(=O)O)n(Cc3ccccc3C)c2c1	nt	nt	-1.0%	?	3%	nt	17%	nt	-14%
Cc1ccc(OCCCC(=O)Nc2cc(Cl)ccc2-n2cncn2)cc1	i	-2%	1.5%	-11%	2%	7%	-14%	-10%	-11%
COc1ccc(S(=O)(=O)NCC2CCCN(C(=O)CCSC)C2)cc1 (centres undefined)	i	-2%	-0.1%	5%	-5%	-6%	13%	-18%	-2%
COc1ccc(NC(=O)c2cc(-c3ccccc3)nc3c2c(C)nn3-c2ccccc2)c(OC)c1	?	6%	0.0%	2%	0%	7%	-20%	-3%	7%
COc1ccc(-c2c(-c3ccc(OC)cc3O)nc(C)nc2C(F)(F)F)cc1	i	-9%	-0.6%	-4%	25%	?	-1%	nt	-9%
Cc1cc(F)ccc1NC(=O)c1ccc(NS(=O)(=O)c2cc(C(C)(C)C)ccc2C)cc1	?	-15%	0.3%	?	-6%	?	?	-12%	-13%
COC(=O)c1ccc(Oc2c(C)oc3c(CN4CCN(C)CC4)c(O)ccc3c2=O)cc1	i	3%	-0.3%	17%	-4%	6%	4%	0%	0%
O=C(CSc1nnc2[nH]c(=O)cc(-c3ccccc3)n12)Nc1ccccc1C(F)(F)F	nt	nt	0.4%	19%	-5%	nt	nt	nt	8%
COc1cc(C(=S)N2CCCCC2)ccc1OCC(=O)N1CCCC1	i	14%	2.3%	?	-2%	-8%	8%	0%	7%
CCOC(=O)N1CCC2(CC1)C(C#N)=C(N)OC1=C2C(=O)CCC1	i	7%	0.4%	6%	-6%	-2%	8%	0%	9%
O=S(=O)(c1ccccc1)N(c1ccccc1)S(=O)(=O)c1ccccc1	?	3%	-0.1%	-16%	11%	10%	-3%	8%	-6%
COc1ccccc1C(=O)N1c2ccccc2Sc2ccccc21	i	-14%	-0.7%	?	-17%	23µM*	-25%	-1%	-27%
CCO[C@H]1OC(C(N)=O)=C[C@@H](C2CCCCC2)[C@@H]1CCCO	i	9%	1.3%	0%	-3%	-7%	4%	3%	2%

(next part)
structure	ATXN viability	EPAC2 antagonist	Nrf2 activator	TGFb inhibitor	A549 viability	MCF10A rerep	Nrf2 inh	ATXN2 expr inh	HepG2 viability
COc1ccc2[nH]c(C(=O)N3CCC(CO)(Cc4cccc(C(F)(F)F)c4)CC3)c(C)c2c1	?	-13%	0.1%	?	-6%	17%	?	nt	-81%
CCOC(=O)c1ccc(Oc2nc(SC)nc(N(C)C)n2)cc1	i	3%	-0.5%	6%	0%	15%	-12%	-6%	-8%
Cc1ccc(-c2csc(C(O)c3ccc(F)cc3)n2)cc1C (centres undefined)	?	4%	0.0%[9.22 µM]	-27%	nt	nt	nt	-3%	-51%
Cc1ccc(C)c(NC(=O)CN(C)C(=O)COc2cccc3c2OC(C)(C)C3)c1	?	3%	-0.7%	12%	-2%	14%	-11%	-5%	-2%

Profiles, looked up by structure. Order of values: ATXN viability | EPAC2 antagonist | Nrf2 activator | TGFb inhibitor | A549 viability | MCF10A rerep | Nrf2 inh | ATXN2 expr inh | HepG2 viability
`COc1ccc2[nH]c(C(=O)N3CCC(CO)(Cc4cccc(C(F)(F)F)c4)CC3)c(C)c2c1` across the screens: ? | -13% | 0.1% | ? | -6% | 17% | ? | nt | -81%
`Cc1ccc(-c2csc(C(O)c3ccc(F)cc3)n2)cc1C` (centres undefined) across the screens: ? | 4% | 0.0%[9.22 µM] | -27% | nt | nt | nt | -3% | -51%
`CCOC(=O)c1ccc(Oc2nc(SC)nc(N(C)C)n2)cc1` across the screens: i | 3% | -0.5% | 6% | 0% | 15% | -12% | -6% | -8%

Some of the compounds tested; the hit share may differ from the screen's.
